EPAC2 ag: activates human EPAC2 exchange factor | Potency, µM (series often up to 154 µM), for inactives: at the top dose activation, hits mostly activators | actives 0.079% (n = 360,000) | Q8WZA2 | AID 720711 | EPAC2 activation, biochemical qHTS; response scale: 100% = 6.5 mM cAMP response; also: potency is read from the fitted curve at half-maximal effect; nearly all actives have a fitted effect of over 50% in size
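Compounds were added across a concentration range to EPAC2 (100 nM), RAP1B-BODIPY-GDP (250 nM) and GDP (50 uM). After 5 min at room temperature, fluorescence was recorded at 5-min intervals for 30 min.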
PTHR1 agonist: activates the human parathyroid hormone receptor PTHR1. Potency, µM (highest dose often 115 µM), without a hit: at the top dose activation, most hits filed as activators. Q03431. HEK293 GP2 PTHR1 cells, GloSensor cAMP luminescence, 1 h. actives 0.075% (n = 410,000). AID 743266; also: potency is read from the fitted curve at half-maximal effect; nearly all actives have a fitted effect of over 55% in size; some results filed as inactive show a strong effect at the top dose; inactives centre near -15; many of its hits are not listed in these tables
Target sequence (Q03431 whole entry, looked up): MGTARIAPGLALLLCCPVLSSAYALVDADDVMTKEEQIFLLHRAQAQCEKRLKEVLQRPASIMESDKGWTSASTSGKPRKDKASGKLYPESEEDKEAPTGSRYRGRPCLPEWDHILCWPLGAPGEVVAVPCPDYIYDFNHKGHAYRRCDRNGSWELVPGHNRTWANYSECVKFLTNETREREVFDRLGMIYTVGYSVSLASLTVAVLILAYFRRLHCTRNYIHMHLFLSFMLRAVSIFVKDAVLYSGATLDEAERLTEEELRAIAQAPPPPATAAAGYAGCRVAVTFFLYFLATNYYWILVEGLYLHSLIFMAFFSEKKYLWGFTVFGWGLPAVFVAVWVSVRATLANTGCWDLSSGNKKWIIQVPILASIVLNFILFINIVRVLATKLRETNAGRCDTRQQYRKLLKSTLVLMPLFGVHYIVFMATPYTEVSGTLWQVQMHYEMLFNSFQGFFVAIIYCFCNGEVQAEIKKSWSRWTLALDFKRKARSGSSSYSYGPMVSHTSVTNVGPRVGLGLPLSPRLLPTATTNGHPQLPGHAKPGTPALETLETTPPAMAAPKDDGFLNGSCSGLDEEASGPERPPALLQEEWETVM
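HEK-293-derived GP2 cells expressing PTHR1 and a GloSensor cAMP reporter, 3,000/well, plated overnight, given luciferin plus IBMX (each 0.5 mM as added) for 1 h at 37 °C, then compound for 1 h at 37 °C. Luminescence was read after 15 min at room temperature.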
pAkt inh: inhibitors of Akt phosphorylation | Neuro2A IGF-stimulated pAkt S473 HTRF, 20 min; hits give low values | activity change, % for hits at 50 µM | actives 0.32% (n = 360,000); in the data active = activity change below about -80%; inconclusive = mostly about -51% to -80%; also: % is scaled to controls: 0 for no effect and ±100 for the full control effect
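Single-point screen (50 µM final compound) in Neuro2A cells stimulated 20 min with 6 nM IGF at 37 deg C. After lysis, Ser473-phosphorylated Akt read by HTRF (ex 330 nm, em 615/665 nm) as the 665/615 ratio.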
CCT chaperon mod: cytosolic chaperonin activity modulation; activity change, % (no concentration beside the values), hits read low; purified chaperonin ATPase assay, HTRF ADP detection, 30 min; AID 651819; actives 0.3% (n = 360,000); in the data active = activity change below about -30%; also: % is scaled to controls: 0 for no effect and ±100 for the full control effect
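ATPase activity: ADP formed was measured by HTRF Transcreener (665/615 nm ratio) after 30 min at 37 deg C with 10 uM ATP. Compounds screened at one 76 uM concentration against 40 or 20 nM TRiC in Tris pH 7.4/KCl/MgCl2/DTT buffer.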
D3 ag: activates the human D3 dopamine receptor; actives 0.58% (n = 410,000); D3R DiscoveRx beta-arrestin cells, luminescence, 90 min; max activation, %; P35462; in the data active = max activation above about 30%; also: 0% is about no effect; mostly tested at two doses, the higher about 12 µM
Target sequence (P35462 whole entry, looked up): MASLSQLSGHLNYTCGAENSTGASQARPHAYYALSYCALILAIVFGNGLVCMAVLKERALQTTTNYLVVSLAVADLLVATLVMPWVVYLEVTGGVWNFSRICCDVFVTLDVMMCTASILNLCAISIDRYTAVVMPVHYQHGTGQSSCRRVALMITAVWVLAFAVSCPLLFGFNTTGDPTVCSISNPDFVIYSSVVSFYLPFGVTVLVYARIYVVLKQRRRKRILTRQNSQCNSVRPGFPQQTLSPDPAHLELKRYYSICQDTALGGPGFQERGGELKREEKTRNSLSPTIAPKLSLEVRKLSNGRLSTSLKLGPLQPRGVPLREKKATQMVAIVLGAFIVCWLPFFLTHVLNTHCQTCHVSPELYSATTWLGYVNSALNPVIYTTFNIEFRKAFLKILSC
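Cells at 1500/well, incubated overnight, then treated with pinned compounds (dopamine as control) for 90 min at 37 degrees C. DiscoveRx reagent added for 30 - 60 minutes at room temperature; luminescence read.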
DRD3 antagonist: blocks the human D3 dopamine receptor. D3R cells, DiscoveRx beta-arrestin luminescence, antagonist mode; hits give low values. max response, negative = inhibition, %. actives 2.5% (n = 360,000). AID 652054; in the data active = max response below about -50%; inconclusive = no clear call, values can overlap the other calls; also: % is scaled to controls: 0 for no effect and ±100 for the full control effect; mostly tested at two doses, the higher about 12 µM
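Cells plated overnight at 1500 cells/well, then exposed to library compounds with dopamine controls for 90 minutes at 37 degrees C. DiscoveRx reagent added for 30–60 minutes at room temperature; luminescence read, quantitative HTS format.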
EPAC2 antag: antagonists of human EPAC2. AID 720708. Potency, µM (doses to about 114 µM), without a hit: at the top dose activity, negative = inhibition, actives largely listed as inhibitors. EPAC2 GEF exchange of Rap1B-BODIPY-GDP, fluorescence. Q8WZA2. actives 0.18% (n = 360,000); also: potency is read from the fitted curve at half-maximal effect; % is scaled to controls: 0 for no effect and ±100 for the full control effect; nearly all actives have a fitted effect of over 45% in size; many of its hits are not listed in these tables
MmCpn inh: blocks the Methanococcus maripaludis chaperonin Mm-Cpn | purified Mm-Cpn ATPase, ADP Transcreener TR-FRET | Potency, µM (top dose mostly 76.9 µM), for the others: top-dose activity, negative = inhibition, actives largely listed as inhibitors | actives 0.031% (n = 330,000) | AID 504842; also: potency is read from the fitted curve at half-maximal effect; % is scaled to controls: 0 for no effect and ±100 for the full control effect; nearly all actives have a fitted effect of over 80% in size
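ATPase read-out: TR-FRET ADP immunoassay (anti-ADP Eu cryptate vs ADP-d2), ex 320 nm, em 590/665 nm; signal drops as ADP forms. Enzyme 25 nM, ATP 10 uM, 30 min at 37°C after 10 min compound preincubation.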
Starred values were filed as active, the others as inactive; [ ] = another dose, or the depositor's remark. Unless noted, calls follow the shape of the dose curve; as a rule, active = well fitted curve in the direction sought with a large enough effect; inconclusive = small, poorly fitted or top-dose-only effect, or another doubt; inactive = no such curve, though single readings can be large; an effect the other way counts as inactive or inconclusive. The list is partial (hit frequency here may not be typical).

O=C(O)c1cccc(NC(=O)c2ccc3c(c2)C(=O)N(CC2CCCO2)C3=O)c1 (stereo not drawn) was read as EPAC2 ag 6.5%, PTHR1 agonist -16.2%, CCT chaperon mod -0.2, D3 ag -2.0, DRD3 antagonist 3.3, EPAC2 antag 3.3% and MmCpn inh -2.4%.
`CC(C)(C)c1nc(NCC2CCCO2)c2nnn(Cc3ccccc3)c2n1` (stereo not drawn) gave EPAC2 ag -6.5%, PTHR1 agonist -21.1%, pAkt inh inactive, CCT chaperon mod -1.2, D3 ag 13.4, DRD3 antagonist -16.2, EPAC2 antag -1.6% and MmCpn inh -0.5%.
Screening CC(C)OC(=O)CCC(=O)Nc1nc2ccccc2s1 returned EPAC2 ag 7.1%, PTHR1 agonist -0.4%[57.5 µM], pAkt inh inactive, CCT chaperon mod -2.6, D3 ag -13.0, DRD3 antagonist -11.8, EPAC2 antag -4.6% and MmCpn inh 0.3%.
Screening O=C(c1ccccc1)N1CCN(C(=O)C2CC2)CC1 returned EPAC2 ag 3.5%, PTHR1 agonist -14.5%, pAkt inh inactive, CCT chaperon mod 1.1, D3 ag -5.7, DRD3 antagonist 8.7, EPAC2 antag -2.6% and MmCpn inh 0.9%.
`COc1cc(OC)cc(C(=O)N[C@H](C(=O)Nc2nc(-c3ccc(F)c(F)c3)cs2)C(C)C)c1` gave EPAC2 ag 3.3%, PTHR1 agonist -7.6%, pAkt inh inactive, CCT chaperon mod 1.7, D3 ag 6.3, DRD3 antagonist 1.1, EPAC2 antag 3.1% and MmCpn inh -11.1%.
For CNC(=O)c1ccccc1S(=O)c1ccccc1COC(C)=O (stereo not drawn) the results were EPAC2 ag 8.7%, PTHR1 agonist inactive, pAkt inh inactive, CCT chaperon mod -1.2, D3 ag 7.4, DRD3 antagonist 21.4, EPAC2 antag 3.5% and MmCpn inh 2.0%.
Screening O=C1CCCN2N=C(SCC(=O)Nc3nccs3)SC2=N1 returned EPAC2 ag 3.8%, PTHR1 agonist inactive, pAkt inh inactive, CCT chaperon mod -0.5, D3 ag -15.0, DRD3 antagonist -6.3, EPAC2 antag 2.7% and MmCpn inh -0.4%.
For CSc1ccc(/C=C/C(=O)OCC(=O)NC2CCCC2)cc1 the results were EPAC2 ag 5.0%, PTHR1 agonist -14.4%, pAkt inh inactive, CCT chaperon mod -0.8, D3 ag 3.3, DRD3 antagonist 4.6 and EPAC2 antag 2.1%.
`CC1(C)CC(=O)C2=C(C1)N(CC1CCCO1)C(=O)C2(NC(=O)c1cccnc1)C(F)(F)F` (stereo not drawn) gave EPAC2 ag 10.7%, PTHR1 agonist -14.2%[57.5 µM], pAkt inh inactive, CCT chaperon mod -0.1, D3 ag -3.2, DRD3 antagonist -16.3, EPAC2 antag -0.6% and MmCpn inh -0.1%.
For CC(=O)OCC(=O)C1(O)CCC2C3CCC4C(OC(C)=O)C(=O)CCC4(C)C3C(=O)CC21C (stereo not drawn) the results were EPAC2 ag 2.7%, PTHR1 agonist -2.4%, pAkt inh inactive, CCT chaperon mod 0.4, D3 ag 8.0, DRD3 antagonist 13.4 and EPAC2 antag 1.7%.
For COC(=O)c1ccc(NC(=O)c2ccccc2NS(C)(=O)=O)cc1 the results were EPAC2 ag 12.7%, PTHR1 agonist -5.0%[57.5 µM], pAkt inh inactive, CCT chaperon mod 1.5, D3 ag 2.0, DRD3 antagonist -22.0, EPAC2 antag 21.7% and MmCpn inh 2.1%.
Screening COC(=O)c1c(SCc2ccc(C#N)cc2)nc(=O)[nH]c1C returned EPAC2 ag 4.6%, PTHR1 agonist inactive, pAkt inh inactive, CCT chaperon mod -1.8, D3 ag 11.5, DRD3 antagonist 19.3, EPAC2 antag 6.3% and MmCpn inh -0.2%.
Screening CC(=O)NC(Cc1c[nH]c2ccccc12)C(=O)O (stereo not drawn) returned EPAC2 ag 4.2%, PTHR1 agonist -21.6%, pAkt inh inactive, CCT chaperon mod 1.3, D3 ag 0.0, DRD3 antagonist 13.9 and EPAC2 antag 5.6%.
For NNC(=O)CN1C(c2cccc(Cl)c2)=Nc2ccc(Br)cc2C1c1ccccc1 (stereo not drawn) the results were EPAC2 ag 15.4%, PTHR1 agonist -2.9%[57.5 µM], pAkt inh inactive, CCT chaperon mod -1.4, D3 ag -10.3, DRD3 antagonist inconclusive, EPAC2 antag -6.4% and MmCpn inh -5.2%.
`Cc1cc(NC(=O)/C=C/c2ccc(Br)cc2)no1` gave EPAC2 ag -3.5%, PTHR1 agonist inactive, pAkt inh inactive, CCT chaperon mod -2.3, D3 ag -2.4, DRD3 antagonist -8.9, EPAC2 antag 8.6% and MmCpn inh -2.8%.
`COc1ccc(O)c(C(=O)c2cnc3c(c2)c(C)nn3C)c1` gave EPAC2 ag 1.4%, PTHR1 agonist -0.2%, pAkt inh inactive, CCT chaperon mod 0.0, D3 ag 10.4, DRD3 antagonist 12.0, EPAC2 antag -8.1% and MmCpn inh 0.0%.
`CC(C)Cn1c(N)c(C(=O)COC(=O)c2cc(S(=O)(=O)N3CCOCC3)ccc2Br)c(=O)n(C)c1=O` gave EPAC2 ag 0.8%, PTHR1 agonist -19.9%, pAkt inh inactive, CCT chaperon mod -0.6, D3 ag 6.3, DRD3 antagonist 7.5, EPAC2 antag -2.8% and MmCpn inh -2.8%.
`Cc1ccc(CNC(=O)[C@@H]2CCC(=O)N2Cc2ccco2)cc1` gave EPAC2 ag 0.9%, PTHR1 agonist inactive, pAkt inh inactive, CCT chaperon mod -1.9, D3 ag -4.5, DRD3 antagonist -3.2, EPAC2 antag 0.2% and MmCpn inh 0.2%.
For COc1ccccc1C(=O)NC(=O)COC(=O)C1CC1 the results were EPAC2 ag 2.4%, PTHR1 agonist -33.2%[inhibitor], pAkt inh inactive, CCT chaperon mod -1.5, D3 ag 3.2, DRD3 antagonist 14.9, EPAC2 antag -1.2% and MmCpn inh -2.9%.
For O=C(NC1=NCCS1)c1cc2ccccc2o1 the results were EPAC2 ag -0.1%, PTHR1 agonist -18.4%, pAkt inh inactive, CCT chaperon mod -3.1, D3 ag -4.5, DRD3 antagonist -28.9, EPAC2 antag 7.3% and MmCpn inh -2.2%.
For Cc1cc(NC(=O)C(C)Sc2nc(-c3ccccc3)cc(=O)[nH]2)no1 (stereo not drawn) the results were EPAC2 ag 16.5%, PTHR1 agonist 12.1%, pAkt inh inactive, CCT chaperon mod -0.9, D3 ag -21.0, DRD3 antagonist 11.4, EPAC2 antag 19.3% and MmCpn inh -1.3%.
`O=C(NC1CCCCCCC1)c1ccc(CNc2c(N3CCOCC3)c(=O)c2=O)cc1` gave EPAC2 ag 1.3%, PTHR1 agonist inactive, pAkt inh inactive, CCT chaperon mod -4.7, D3 ag -2.6, DRD3 antagonist 7.6, EPAC2 antag -17.7% and MmCpn inh -1.8%.
CC1CC(=O)NN1C(=O)c1ccccc1 (stereo not drawn) was read as EPAC2 ag 11.8%, PTHR1 agonist inactive, pAkt inh inactive, CCT chaperon mod 0.2, D3 ag 6.9, DRD3 antagonist -17.4, EPAC2 antag -4.2% and MmCpn inh -1.1%.
`COC(=O)c1c(CSc2ccc(Cl)cc2)noc1C(=O)NCc1ccco1` gave EPAC2 ag 17.5%, PTHR1 agonist -45.7%[inhibitor], pAkt inh inactive, CCT chaperon mod 1.0, D3 ag -4.3, DRD3 antagonist 11.1, EPAC2 antag -17.9% and MmCpn inh -4.6%.
For Cc1cc(=O)[nH]c(N2CCCCC2)n1 the results were EPAC2 ag 5.0%, PTHR1 agonist inactive, pAkt inh inactive, CCT chaperon mod -0.1, D3 ag 7.3, DRD3 antagonist -7.3 and EPAC2 antag 2.6%.
CCOC(=O)C1CCN(c2cc(=O)n(C3CCCCC3)c(=O)[nH]2)CC1 was read as EPAC2 ag 1.6%, PTHR1 agonist -3.8%[57.5 µM], pAkt inh inactive, CCT chaperon mod -1.7, D3 ag 0.8, DRD3 antagonist 13.3, EPAC2 antag -2.8% and MmCpn inh -0.6%.
O=C(Nc1cccn(Cc2ccc(F)cc2)c1=O)NC1CCCCC1 was read as EPAC2 ag 8.0%, PTHR1 agonist -25.6%, pAkt inh inactive, CCT chaperon mod -1.2, D3 ag 2.4, DRD3 antagonist 3.6, EPAC2 antag -2.6% and MmCpn inh -2.3%.
`O=C(N/N=C/c1ccc(Cl)c([N+](=O)[O-])c1)c1cc(-c2ccc3c4c(cccc24)CC3)n[nH]1` gave EPAC2 ag 8.1%, PTHR1 agonist -16.0%, pAkt inh inactive, CCT chaperon mod -2.7, D3 ag -14.8, DRD3 antagonist -58.4*, EPAC2 antag 7.0% and MmCpn inh 1.2%.
Screening COc1ccc(CNC(=O)c2ccc(=O)oc2)cc1OC returned EPAC2 ag 5.4%, PTHR1 agonist inactive, pAkt inh inactive, CCT chaperon mod -2.8, D3 ag -1.1, DRD3 antagonist -16.2, EPAC2 antag 0.7% and MmCpn inh -0.6%.
For CCOc1ccccc1NC(=O)COc1coc(CN2CCCc3ccccc32)cc1=O the results were EPAC2 ag 1.5%, PTHR1 agonist inactive, pAkt inh inactive, CCT chaperon mod 1.8, D3 ag -1.4, DRD3 antagonist 0.6, EPAC2 antag -4.0% and MmCpn inh 0.4%.
For Cc1c(C(=O)N2CCOCC2)[nH]c2c1C(=O)CC(c1ccccc1Cl)C2 (stereo not drawn) the results were EPAC2 ag 7.2%, PTHR1 agonist -13.8%[57.5 µM], pAkt inh inactive, CCT chaperon mod -0.9, D3 ag -1.9, DRD3 antagonist -17.4, EPAC2 antag -1.0% and MmCpn inh -5.1%.
`O=C(N/N=C/c1ccc(-c2cccc([N+](=O)[O-])c2)o1)[C@H]1C[C@@H]1c1ccccc1` gave EPAC2 ag 1.4%, PTHR1 agonist -13.7%, pAkt inh inactive, CCT chaperon mod -1.5, D3 ag 3.2, DRD3 antagonist 4.6, EPAC2 antag 11.8% and MmCpn inh 0.7%.
Cc1ccc(S(=O)(=O)NC(C(=O)N2CCN(S(=O)(=O)c3cccc(F)c3)CC2)C(C)C)cc1 (stereo not drawn) was read as EPAC2 ag 6.9%, PTHR1 agonist inactive, pAkt inh inactive, CCT chaperon mod -3.0, D3 ag -10.7, DRD3 antagonist -22.2, EPAC2 antag -6.4% and MmCpn inh -1.3%.
